# Screening results: PubChem BioAssay, National Center for Advancing Translational Sciences (NCATS)
# Lamin A splicing: qHTS Assay for Modulators of Lamin A Splicing | HeLa LMNA splicing GFP/RFP minigene ratio, 48 h | Potency, µM (top dose mostly 46.1 µM), for the others: at the top dose ratio change, negative = inhibition, actives largely listed as inhibitors | 200,000 compounds, 0.01% hits | AID 1487, 2009; active means well fitted inhibition curve with a large enough effect in the signal ratio, with a control signal flat, not every such curve was filed as active; inconclusive means small, poorly fitted or top-dose-only effect, or effect the other way, or a change in a side signal; the % refers to the signal ratio; further: on the % scale 0 is the no-effect control and ±100 the full control effect
#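 S3 HeLa stable clones carrying a lamin A-EGFP splicing minigene plus DsRed2 were seeded at 600 cells/well in Opti-MEM with 2% FBS, pin-dosed and incubated 48 h at 37°C. Acumen cytometry (488 nm) gave the GFP/RFP total-intensity ratio.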
# SMN2 splice enh: qHTS Assay for Enhancers of SMN2 Splice Variant Expression; Potency, µM (series often up to 46.1 µM), inactives show at the highest dose activity change, positive = activation, usual class: activators; AID 1458, 2008; HEK293 SMN2-luciferase splicing reporter, luminescence, 30-36 h; 210,000 compounds, 2.8% hits; further: % of control where 0% means no effect; nearly all actives have a fitted effect of over 55% in size
#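 qHTS luciferase splicing reporter: luminescence rises when SMN2 exon 7 is included in transfected HEK293 cells. Compound exposure lasted 30-36 h at 37C, with 4.5 mM final sodium butyrate as control, followed by a ONE-Glo read.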
# ALDH1A1 block: qHTS Assay for Inhibitors of Aldehyde Dehydrogenase 1 (ALDH1A1). Purified ALDH1A1, NADH fluorescence, propionaldehyde substrate. Potency, µM (titrated, usually from 75.3 µM), for inactives: at the top dose activity, negative = inhibition, actives largely listed as inhibitors. Aldehyde dehydrogenase 1A1 (Homo sapiens), P00352. 220,000 compounds, 7.3% hits; active means well fitted inhibition curve with a large enough effect, not every such curve was filed as active; inconclusive means small, poorly fitted or top-dose-only effect, or another doubt; inactive means no such curve, though single readings can be large or run the other way;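 further: plate controls were no enzyme wells and a reference inhibitor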
# Target sequence (P00352 whole entry, looked up): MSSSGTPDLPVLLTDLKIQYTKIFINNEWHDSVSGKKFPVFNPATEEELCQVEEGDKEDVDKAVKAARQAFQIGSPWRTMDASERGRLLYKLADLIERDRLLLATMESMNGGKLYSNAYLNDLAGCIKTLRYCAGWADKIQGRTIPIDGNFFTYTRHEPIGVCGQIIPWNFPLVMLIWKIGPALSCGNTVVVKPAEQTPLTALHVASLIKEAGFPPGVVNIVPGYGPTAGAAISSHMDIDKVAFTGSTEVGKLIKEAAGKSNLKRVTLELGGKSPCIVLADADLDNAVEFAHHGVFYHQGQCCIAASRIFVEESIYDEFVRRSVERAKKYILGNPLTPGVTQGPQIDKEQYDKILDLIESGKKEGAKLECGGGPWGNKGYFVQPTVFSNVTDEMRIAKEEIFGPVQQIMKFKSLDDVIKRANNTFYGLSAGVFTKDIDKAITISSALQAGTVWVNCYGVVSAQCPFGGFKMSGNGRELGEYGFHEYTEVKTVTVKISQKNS
# L3MBTL1 inh: qHTS Assay for the Inhibitors of L3MBTL1 | AlphaScreen L3MBTL1–H3K9me1 peptide binding | Lethal(3)malignant brain tumor-like protein 1 (Homo sapiens), Q9Y468 | 230,000 compounds, 0.66% hits | Potency, µM (highest dose often 57.1 µM), for inactives: at the top dose activity, negative = inhibition, usual class: inhibitors; further: on the % scale 0 is the no-effect control and ±100 the full control effect; nearly all actives have a fitted effect of over 60% in size
#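 Displacement of a biotinylated histone H3(1-15) peptide monomethylated at Lys9 (75 nM) from L3MBTL1 (50 nM) was measured by AlphaScreen after a 30 min room-temperature compound incubation; cefsulodin titration served as intraplate control.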
# JMJD2E inh: qHTS Assay for Inhibitors of Human Jumonji Domain Containing 2E (JMJD2E); 230,000 compounds, 1.6% hits; JMJD2E catalytic domain, FDH-coupled NADH fluorescence (FDH is formaldehyde dehydrogenase); Potency, µM (highest dose often 57.1 µM), for inactives: at the top dose activity change, negative = inhibition, most hits filed as inhibitors; Lysine-specific demethylase 4E (Homo sapiens), B2RXH2; active means well fitted inhibition curve with a large enough effect, not every such curve was filed as active; inconclusive means small, poorly fitted or top-dose-only effect, or another doubt; inactive means no such curve, though single readings can be large or run the other way;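 further: 0% = wells with enzyme and -100% = buffer wells without enzyme; nearly all actives have a fitted effect of over 50% in size; many of its hits are not listed in these tables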
# Target sequence (B2RXH2 1-337 limits assumed): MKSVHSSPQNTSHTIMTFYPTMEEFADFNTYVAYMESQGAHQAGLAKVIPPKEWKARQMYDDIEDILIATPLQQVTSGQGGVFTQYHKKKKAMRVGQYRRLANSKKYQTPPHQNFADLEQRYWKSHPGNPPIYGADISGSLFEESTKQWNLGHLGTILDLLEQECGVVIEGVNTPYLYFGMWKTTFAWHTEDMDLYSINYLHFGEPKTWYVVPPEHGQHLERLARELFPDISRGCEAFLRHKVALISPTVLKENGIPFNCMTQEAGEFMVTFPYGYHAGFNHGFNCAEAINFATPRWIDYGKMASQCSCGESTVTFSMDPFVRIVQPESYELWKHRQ
# RECQ1 inh: qHTS Assay for Inhibitors of RecQ-Like Dna Helicase 1 (RECQ1); AID 2549, 2010; RECQ1 DNA unwinding, red fluorescence kinetic read; ATP-dependent DNA helicase Q1 (Homo sapiens), P46063; 240,000 compounds, 0.54% hits; Potency, µM (series often up to 57.3 µM), for the others: top-dose activity, negative = inhibition, actives largely listed as inhibitors;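 further: plate controls were vehicle for no effect and no enzyme for full effect; nearly all actives have a fitted effect of over 30% in size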
#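 50 nM RECQ1T1 preincubated 15 min with compound in Tris pH 8.0 buffer with MgCl2, DTT, Tween-20 and 2.5 ug/ml poly(dI-dC); started with 200 nM TAMRA/BHQ-2 forked duplex and 2 mM ATP. Unwinding read as fluorescence (525/598 nm), two reads 2 h apart.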
# KinaseGlo FLuc: Counterscreen for Luciferase (Kinase-Glo TM) Inhibition. Luciferin 4-monooxygenase (Photuris pensylvanica), Q27757. Kinase-Glo luciferase, ATP luminescence, 8 min. Potency, µM (doses to about 38.3 µM), inactives show top-dose activity change, negative = inhibition, hits mostly inhibitors. 200,000 compounds, 0.28% hits; further: on the % scale 0 is the no-effect control and ±100 the full control effect; nearly all actives have a fitted effect of over 60% in size
#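 Compound is pinned into ATP-containing buffer (10 uM ATP, imidazole pH 7.2, 7 mM MgCl2). Kinase-Glo luciferase reagent is then added. Light output is recorded following an 8-min room-temperature incubation.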
# Tau ThT inhib: qHTS for Inhibitors of Tau Fibril Formation, Thioflavin T Binding; Microtubule-associated protein tau (Homo sapiens), P10636; recombinant tau K18 P301L (four-repeat tau fragment), heparin-induced fibrillization, ThT fluorescence; Potency, µM (series often up to 57.4 µM), without a hit: at the top dose activity, negative = inhibition, usual class: inhibitors; 270,000 compounds, 2.1% hits; further: on the % scale 0 is the no-effect control and ±100 the full control effect; nearly all actives have a fitted effect of over 55% in size
# Target sequence (P10636 561-689 P618L limits assumed): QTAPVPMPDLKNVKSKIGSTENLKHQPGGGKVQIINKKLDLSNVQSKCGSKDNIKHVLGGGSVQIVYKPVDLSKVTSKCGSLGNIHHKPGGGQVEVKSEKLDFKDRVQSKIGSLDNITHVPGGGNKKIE
#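 Tau K18 P301L fragment (15 uM unlabeled plus 0.24 uM Alexa 594-labeled) in 100 mM sodium acetate pH 7 with compound, fibrillization induced by 20 uM heparin for 6 hr at 37 C. Thioflavin T (30 uM) added, fluorescence read after 1 hr (ex 450, em 510 nm).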
# * = called active by the depositor; i = inactive; ? = inconclusive; . = no result given; [ ] = dose if it differs, or a comment. Unless noted, the call rests on the fitted dose curve; in most records, active means well fitted curve in the direction sought with a large enough effect; inconclusive means small, poorly fitted or top-dose-only effect, or another doubt; inactive means no such curve, though single readings can be large; an effect the other way counts as inactive or inconclusive. Potency means the concentration at half of the fitted maximal effect. A portion of the library; the hit share may differ from the screen's.
# Sequence of screens – JMJD2E inh, ALDH1A1 block, Tau ThT inhib, RECQ1 inh, L3MBTL1 inh, SMN2 splice enh, KinaseGlo FLuc, Lamin A splicing
> N#Cc1c(NCCN)nc(NCc2ccccc2)c2c1CCN(Cc1ccccc1)C2
→ ?, ?, ?, i, -7%, ., ., -7%
> CC(C)(C)c1nnc2sc(SCC(=O)c3ccc(Cl)cc3)nn2c1=O
→ -7%, 4.5µM*, ?, i, 32%[activator], -10%, 0%, ?
> CC#CCCC(=O)N1C=Cc2ccccc2C1C#N (configuration not stated)
→ -2%, ?, ?, 7%, -1%, -15%, -6%, 9%
> CN(NC1OC(=O)c2ccccc21)c1ncc(Cl)cc1C(F)(F)F (configuration not stated)
→ 1%, ., 0%, -7%, -9%, ., ., .
> O=C(c1ccccc1)c1ccc2nc(-c3ccco3)c(-c3ccco3)nc2c1
→ ?, ?, 14µM*, ?, 7.9µM*, 7%, -4%, ?
> Cc1nn(S(=O)(=O)N2CCCCC2)c(C)c1Br
→ 7%, -6%, 2%, 1%, 6%, -12%, 2%, 5%
> O=C(C1=C(O)C(=O)N(Cc2ccco2)C1c1cccnc1)c1cc2ccccc2o1 (configuration not stated)
→ -15%, 14µM*, ?, 0%, ., 21%, 0%, -1%
> CC(C)c1nc(SCC(=O)Nc2nc3c(s2)CCCC3)c2ccccc2n1
→ -2%, -5%, ?, -5%, -13%, -60%[inhibitor], 4%, ?
> COc1ccc(CN2C(=O)CN=C2Nc2cccc(C)c2C)cc1
→ 0%, ?, -2%, -11%, 1%, -21%, 2%, 17%
> COc1cc(/C=C/C(=O)c2cccc([N+](=O)[O-])c2)cc(OC)c1OC
→ -2%, 25µM*, ?, -5%, -3%, 5%, 1%, ?
> CC(C)CNC(=O)C1CCN(Cc2ccc(OCc3ccccc3)cc2)CC1
→ -19%, 3%, 6%, i, 7%, ?, -2%, ?
> CCOc1ccc(-c2cn3ccccc3n2)cc1[N+](=O)[O-]
→ -7%, ?, ?, -2%, -1%, 7.9µM*, -11%, -7%
> COc1cccc(C2CC(c3ccccc3)Nc3ncnn32)c1 (configuration not stated)
→ -2%, 7.1µM*, 3%, 16%, -5%[11.4 µM], 21%, 0%, 2%
> COC(=O)N1CCCc2cc(C)ccc21
→ ?, -5%, 0%, -1%, 3%, 12%, 1%, 27%[46 µM]
> O=C(COC(=O)COc1ccccc1F)Nc1ccc(Cl)cn1
→ -1%, ., -3%, -3%, 4%, ., ., .
> COCCCNc1nc2c(-c3cccc(C)c3)nnn2c2ccccc12
→ ?, ?, -16%, -1%, ., 24%, -5%, .
> COc1ccc(C(C)=O)cc1COC(=O)CNC(=O)c1ccc(Cl)cc1
→ -7%, -1%, 3%, -2%, -1%, ?, 10%, -8%
> CCCN(CC(=O)Nc1cccc(S(N)(=O)=O)c1)CC(=O)Nc1ccc(F)c(F)c1F
→ 6%, ., -8%, -7%, 2%, ., ., .
> CC(=O)c1ccc(N=Cc2c(O)n(-c3cc(Cl)ccc3N3CCOCC3)c(=O)c3ccccc23)cc1
→ ?, -7%, 5%, i, ., 25%, 0%, 1%
> CCCCN(CCCC)c1nc(OC)nc(-n2nnc(C(C)=O)c2C)n1
→ -3%, -2%, -14%, -4%, 10%, -5%, -4%, 7%
> NC(=O)CSc1nnc2ccc(-c3ccc(Cl)cc3)nn12
→ ?, -6%, 1%, i, -3%, -4%, 4%, 15%[46 µM]
> O/N=C1\CCCc2ccc(Cl)cc21
→ -1%, 10%, -6%, -1%, -1%, -1%, 2%, -10%
> O=C(COC(=O)/C=C/c1ccc2c(c1)OCO2)Nc1ccc(S(=O)(=O)N2CCCC2)cc1
→ ?, ?, 6%, -3%, -17%, -9%, 0%, 8%
> COc1cccc(OC)c1OCCNCC1CSc2ccccc2O1 (configuration not stated)
→ 14%, -5%, -12%, -2%, ., -17%, -3%, ?
> COc1ccc2c(c1)nc(SCC(C)O)n2C (configuration not stated)
→ 2%, 4%, -1%, -1%, 10%, -8%, -2%, -15%
> Cc1ccc(NCCC(=O)c2cccs2)cc1Cl
→ 5%, 2.5µM*, -13%, -2%, 1%, 5%, -3%, -22%
> COc1ccc(C(=O)Nc2ccc(Cl)c(S(=O)(=O)Nc3ccccc3OC)c2)cc1
→ 3%, ?, 7%, -6%, 2%, -58%[inhibitor], 7%, ?
> Cc1c(Cl)cccc1NC(=O)c1cc(C2CC2)on1
→ -2%, 2%, -22%, -6%, 5%, 9%, -1%, 2%
> COCCn1c(SCC(=O)NCc2ccco2)nnc1-c1c[nH]c2ccccc12
→ -4%, 4%, ?, i, -6%, -7%, 2%, ?
> O=C(CNc1ccccc1)N/N=C/c1ccc2c(c1)OCCO2
→ -9%, ?, ?, -3%, -9%, ?, 4%, -6%
> Cc1ccccc1-c1nc(CS(=O)(=O)CC(=O)Nc2cc(F)ccc2F)c(C)o1
→ 0%, -2%, -9%, -8%, -7%, -7%, -2%, ?
> CCN(CC)c1ccc(/C=N/Nc2cccc(C)c2)c(O)c1
→ ?, 10µM*, ?, -7%, -28%, ?, 3%, 8%
> Cc1ccc(S(=O)(=O)NC2CCCC(C(=O)O)C2)cc1 (configuration not stated)
→ 2%, -13%, -1%, i, 4%, 1%, 3%, 3%
> CNC(=O)c1cc2c(ccc3ccccc32)oc1=N
→ -5%, ?, -14%, i, 11%, -12%, -4%, -13%
> O=C(Cn1cnc2cc([N+](=O)[O-])ccc2c1=O)NCc1ccc(Cl)cc1
→ 5%, 13%, -18%, i, 2%, -23%, -2%, 0%[46 µM]
> O=C(CSc1nc(NS(=O)(=O)c2ccccc2)cc(=O)[nH]1)Nc1ccc(F)cc1
→ -24%, -1%, -12%, ?, ?, 13%, -3%, 7%
> O=C(COC(=O)C1(c2ccc(Cl)cc2)CCCC1)N1CCc2ccccc21
→ 9%, -6%, -8%, i, 4%, -6%, 1%, ?
> Cc1c(NC(=O)/C(C#N)=C\c2cccs2)c(=O)n(-c2ccccc2)n1C
→ 1%, -1%, 1%, -5%, -4%, 15%, 0%, -10%
> Cc1ccc(-c2ccc(/C=N/n3cnnc3)o2)cc1
→ 4%, ?, ?, -4%, ?, ., ., .
> CC1CCCN(c2ccc(/C=C(\C#N)c3nn(-c4ccccc4)c(N)c3C#N)cc2[N+](=O)[O-])C1 (configuration not stated)
→ 2%, ?, 14µM*, -6%, -27%, -29%, -7%, 12%
> COc1cccc(Nc2nc3ccccc3n2C(C)C)c1
→ -3%, -1%, 4%, 3%, -15%, -7%, -2%, ?
> CCc1cc2ccc(C)cc2nc1SCC(=O)Nc1c[nH]c(=O)[nH]c1=O
→ ?, ?, 6%, i, 0%, 20%, -1%, .
> Cn1c(NCc2cccs2)nc2ccccc21
→ 10%, 3%, 5%, -15%, 5%, 11µM*, -2%, 5%
> Cc1ccc(S(=O)(=O)N(C)C)cc1NC(=O)c1cncc(Br)c1
→ 9%, ?, -12%, -8%, 3%, -14%[1.84 µM], -2%, ?
> CN(C)c1nc(N(C)C)n(C(=O)c2ccc(F)cc2)n1
→ 1%, 11%, -1%, -1%, -4%, 6%, 0%, ?
> COc1ccc(/C(O)=C2/C(=O)C(=O)N(Cc3cccnc3)C2c2ccncc2)cc1F (configuration not stated)
→ -12%, ?, -1%, -3%, 2%, 20%, 0%, -1%
> O=C(NCCc1ccccc1)C1CCN(C(=O)c2ccc([N+](=O)[O-])cc2)CC1
→ -3%, -3%, -1%, i, -5%, 16%, 3%, .
> CCOC(=O)/C=C/C(=O)Nc1nccs1
→ -3%, -13%, ?, -8%, -15%, 0%, 1%, ?
> Cc1cccc(-n2nnc(C(=O)NC3CCCc4ccccc43)c2N)c1 (configuration not stated)
→ -3%, -5%, -8%, -2%, -9%, 28%, -1%, ?
> CC(C)c1ccc(OCC(=O)NCc2ccco2)cc1
→ 2%, -14%, -3%, -18%, -7%, 82%, 3%, 5%
> CN(C)S(=O)(=O)c1cc(NC(=O)COC(=O)CCSc2ccc(Cl)cc2)ccc1Cl
→ 1%, ?, -1%, -1%, 9%, 4%, -1%, 7%
> Cc1ccc(NC(=O)C(=O)NCC2CCCO2)cc1 (configuration not stated)
→ 4%, ?, -9%, 16%, -4%, 14µM*, -5%, .
> O=C(CSc1nnc(-c2ccc(C(F)(F)F)cn2)s1)c1ccccc1
→ -18%, ?, ?, -7%, 0%, ., ., .
> Cc1ccc(CN(Cc2cccnc2)C(=S)Nc2cccc(Cl)c2C)cc1
→ -21%, ?, -12%, -14%, 1%, -41%[inhibitor], -5%, -10%[9.22 µM]
